# Y pestis TopoI: Yersinia pestis topoisomerase I inhibitors, primary screen, biochemical, cleavage product accumulation, plate reader, single point. 360,000 compounds, 0.064% hits. Y. pestis Topo-I cleavage product accumulation. DNA topoisomerase I (Yersinia pestis CO92). activity, % at 10 µM; in the data active = activity above about 50%, passing the limit was not always enough; inconclusive = no clear call, values can overlap the other calls; also: inactives centre near 2
# PrPC surface inh: inhibitors of human cell surface prion protein PrPC, primary screen, cell-based, TR-FRET. Major prion protein (Homo sapiens), P04156. TR-FRET read-out. inhibition, % at 13.8 µM. 370,000 compounds, 0.43% hits. AID 720596, 2013; in the data active = inhibition above about 24%; also: 0% = median of the test wells and 100% = reference compound wells
# SSB-PriA inh: inhibitors of Klebsiella pneumoniae PriA binding to SSB C-terminal tail, primary screen, biochemical, AlphaScreen. AlphaScreen SSBct-PriA binding, biotinylated peptide. 430,000 compounds, 0.6% hits. inhibition, % at 33 µM; in the data active = inhibition mostly above about 37%, no sharp cut-off; inactive = mostly below about 20%;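 also: plate controls were negative control peptide for no effect and reference peptide for full effect; strong numbers were not always called active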
# PfHsp40 yeast: rescue of yeast from PfHsp40 toxicity, primary screen, S. cerevisiae, ATP luminescence. S. cerevisiae expressing PfHsp40, growth rescue. growth rescue, % at 12.5 µM. 340,000 compounds, 0.68% hits. AID 504582, 2011; in the data active = growth rescue above about 28%, passing the limit was not always enough; inconclusive = no clear call, values can overlap the other calls;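 also: yeast W303a lacking pdr1 and pdr3 grown in galactose medium; growth measured after three days at 30 °C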
# TcdB GH inh: TcdB glycohydrolase inhibitors, primary screen, biochemical, single point, plate reader. TcdB glycohydrolase enzymatic assay. inhibition, % at 9.99 µM. 350,000 compounds, 0.24% hits. AID 652162, 2013. Toxin B (Clostridioides difficile), P18177; in the data active = inhibition above about 10%
# 3CLpro inhibitor: SARS-CoV 3CLpro protease inhibitors, primary screen, biochemical, quenched FRET; Replicase polyprotein 1ab (Severe acute respiratory syndrome coronavirus), P0C6X7; recombinant SARS-CoV 3CLpro, quenched FRET peptide cleavage; inhibition, % at 6 µM; 290,000 compounds, 0.14% hits; AID 1706, 2009; in the data active = inhibition above about 12%
# BoNT A protease: BoNT/A light chain protease inhibitors, primary screen, biochemical, flow cytometry, MLPCN library; Botulinum neurotoxin type A light chain protease (Clostridium botulinum A str. ATCC 3502); multiplex microsphere protease substrate cleavage; inhibition, % at 10 µM; 360,000 compounds, 0.17% hits; AID 588499, 2011; also: plate controls were buffer without enzyme for full effect and enzyme alone for no effect
# Anthrax LF prot: Bacillus anthracis LF protease inhibitors, primary screen, biochemical, multiplex microsphere, MLPCN library; Lethal factor (Bacillus anthracis), P15917; multiplex microsphere protease cleavage assay; inhibition, % at 10 µM; 360,000 compounds, 0.12% hits; also: plate controls were buffer without enzyme for full effect and enzyme alone for no effect
# Target sequence (P15917 whole entry, looked up): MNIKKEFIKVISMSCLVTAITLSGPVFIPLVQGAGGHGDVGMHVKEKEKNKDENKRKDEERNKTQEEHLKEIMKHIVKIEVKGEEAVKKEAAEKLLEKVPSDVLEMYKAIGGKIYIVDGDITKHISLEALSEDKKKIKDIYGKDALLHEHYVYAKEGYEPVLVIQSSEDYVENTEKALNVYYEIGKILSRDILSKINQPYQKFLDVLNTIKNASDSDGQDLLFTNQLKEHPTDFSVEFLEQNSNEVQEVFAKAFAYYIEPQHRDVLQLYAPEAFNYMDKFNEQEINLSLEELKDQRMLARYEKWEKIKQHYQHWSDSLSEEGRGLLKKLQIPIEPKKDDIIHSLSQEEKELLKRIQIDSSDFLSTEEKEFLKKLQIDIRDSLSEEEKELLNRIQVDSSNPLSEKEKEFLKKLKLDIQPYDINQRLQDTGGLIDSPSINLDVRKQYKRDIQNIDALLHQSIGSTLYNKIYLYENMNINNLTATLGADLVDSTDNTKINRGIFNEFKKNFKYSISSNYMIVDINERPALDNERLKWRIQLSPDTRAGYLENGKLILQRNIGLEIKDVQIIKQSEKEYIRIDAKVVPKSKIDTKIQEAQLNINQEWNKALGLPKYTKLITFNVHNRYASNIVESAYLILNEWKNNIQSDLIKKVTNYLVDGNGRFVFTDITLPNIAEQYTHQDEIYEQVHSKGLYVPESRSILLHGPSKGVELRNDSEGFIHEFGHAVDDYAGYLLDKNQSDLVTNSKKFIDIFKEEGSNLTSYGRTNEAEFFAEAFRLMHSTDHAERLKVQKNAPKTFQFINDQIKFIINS
# Vc quorum ag: inducers of Vibrio cholerae quorum light production without autoinducers, primary screen, BH1578 luxS cqsA deficient, single point. AID 588436, 2011. activation, % at 18.7 µM. 350,000 compounds, 0.16% hits. V. cholerae BH1578 lux reporter, luminescence, 6 h; in the data active = activation mostly above about 9.7%, no sharp cut-off; inconclusive = no clear call, values can overlap the other calls; inactive = mostly below about 3.7%; also: not every result past the cut was called active; inactives centre near 0; reference of the scale not given here
# * marks the source's active call; other numbers are inactive results; i = inactive; u = inconclusive; x = no result given; & = joins results of further samples. Rule as the data show it, unless noted: active = inhibition above about 30%; inconclusive = no clear call, values can overlap the other calls; inactive = below that.
SMILES,Y pestis TopoI,PrPC surface inh,SSB-PriA inh,PfHsp40 yeast,TcdB GH inh,3CLpro inhibitor,BoNT A protease,Anthrax LF prot,Vc quorum ag
Cc1cc(N/N=C/c2ccc(F)cc2)nc(-n2nc(C)cc2C)n1,17,6,i,x,0.9,0,x,x,-0.6
O=C(Nc1ccc(-c2n[nH]c(=S)o2)cc1)c1ccccc1Br,0,4,-11,3.1,-0.7,6,-0.9,10,i
Cc1nc2ccc(Cl)cn2c1P(=S)(N1CCOCC1)N1CCOCC1,-1,3,-31,0.6,x,3,-0.6,-3,-0.5
CNC(=O)c1ccccc1-c1ccccc1,5,1,-30,-1.5,x,6,-0.2,-8,-0.4
O=C(NCc1ccco1)C1CCN(S(=O)(=O)Cc2ccccc2)CC1,5,-3,-4,-1.5,1.1,2,1.0,2,-1.6
CCOc1ccccc1NC(=O)Nn1cnnc1,8,10,-13,0.9,2.3,4,2.5,2,i
COc1ccc2sc(-c3ccccc3OC)c(C#CC(C)(C)O)c2c1,23,-3,-18,6.0,0.1,x,1.1,0,i
C[C@@H]1CCCCO[C@@H](CN(C)C(=O)C2CCCCC2)[C@@H](C)CN([C@H](C)CO)C(=O)c2cc(NC(=O)NC3CCCCC3)ccc2O1,10,-4,x,x,0.6&-3.1,x,-0.3,-4,-0.6
Cc1ccc(Cn2nnnc2CN2CCC(c3nc4ccc(Cl)cc4[nH]3)CC2)cc1,3,-1,-5,1.9,x,-3,0.8,-1,i
CCCn1nnc(NC(=O)c2cccc(OCc3ccccc3)c2)n1,-4,3,-9,0.5,x,4,0.6,0,4.8
CC(C)(C)C(=O)CNS(=O)(=O)c1ccc(S(=O)(=O)NC2CC2)cc1,2,0,-27,2.1,0.2,0,1.1,-10,-0.3
Oc1cc(O)cc(-c2cc3ccc(O)cc3o2)c1,-21,4,2,2.9,1.2,x,0.6,-2,0.5
COc1ccc(-c2nc3n(c(=O)c2C#N)CCS3)c(OC)c1,-3,-5,2,-0.9,1.5,0,-1.6,-7,i
O=C(O)C1CCCCC1C(=O)Nc1cccc2ccccc12 (stereo not given),4,0,-4,0.0,x,3,5.5,-6,i
CC(C)NC(=O)CN1CCN(C(c2cc3ccccc3o2)c2nnnn2C(C)(C)C)CC1 (stereo not given),x,-1,x,x,0.9,x,-0.1,1,x
C[C@H]1CN([C@@H](C)CO)C(=O)Cc2cc(NC(=O)Nc3ccccc3)ccc2O[C@H]1CN(C)Cc1ccccc1,5,12,5,0.4,1.6&-0.6,x,-0.2,-4,i
c1cnn(-c2cncc(-n3cccn3)n2)c1,7,-4,-9,0.2,1.6,0,-0.2,5,0.7
COc1cccc(-n2nnnc2SCC(=O)NC2CCCC2)c1,8,-1,-18,-1.5,x,-2,1.4,15,-0.4
Cc1cccc2cc(/C=C3\N=C(c4ccccc4)OC3=O)c(N3CCOCC3)nc12,-2,-8,22,-0.1,x,1,124*,65*,10
O=C1/C(=C/c2ccccc2)CCC1C1CCCC1 (stereo not given),1,0,-16,1.2,x,0,-0.9,-7,1.6
CCOC(=O)C1=NN(c2ccccc2)C2=NC(C)=C(C(=O)OC)C(c3ccc(C)cc3)N12 (stereo not given),6,-1,-17,0.0,x,0,0.4,-1,i
COc1ccc2c(-c3ccc(OCCN4CCOCC4)cc3)c(-c3ccccc3OC)sc2c1,40,x,-4,-1.1,x,x,-0.4,-12,0.4
CCS(=O)(=O)NCC(c1ccco1)N1CCN(c2ccccc2)CC1 (stereo not given),-7,8,8,-1.9,x,0,-4.1,-5,-0.2
Cc1cccc(N2CCN(C(=O)c3ccc4ccccc4c3)CC2C)c1 (stereo not given),28,6,1,4.4,1.8,x,0.4,-3,-1.7
N#Cc1c(/N=C/c2ccc(O)cc2O)sc2c1C1CCN2CC1,-9,6,x,-1.1,x,1,1.1,0,-0.4
CCOC(=O)C1CCCN(C(=O)C2CCN(S(=O)(=O)c3ccc(Cl)c(C(F)(F)F)c3)CC2)C1 (stereo not given),26,3,-23,1.5,6.8,x,-0.2,1,-0.5
CCNC(=O)C1(C)CCN(C(=O)c2ccc(OC)cc2)C1 (stereo not given),2,-2,x,x,0.4,x,-0.4,-6,-0.3
Cc1cccc(NC(=O)N2CCCC2)c1,1,-1,-8,1.1,1.5,0,0.2,1,0.2
CC(C)c1ccc(NC(=O)COC(=O)c2nn(C)c(=O)c3ccccc23)cc1,3,3,-8,-1.3,1.7,x,-0.9,-3,-0.6
COc1ccc(C=CC(=O)c2ccc(OCc3ccccc3)c(OC)c2)cc1OC,-1,0,x,x,0.1,x,1.9,-2,-4.5
CC(C)Oc1cccc(C(=O)C2CCCN(C(=O)c3ccnn3C)C2)c1 (stereo not given),-10,3,-5,1.0,1.1,-4,0.3,-2,i
COc1cc(C(=O)OCC(=O)NC(N)=O)cc(CN2C(=O)c3ccccc3C2=O)c1OC,2,0,8,u,-0.6,1,-2.4,5,-1.0
COC(=O)C1CN(C(=O)COc2ccc(C)cc2)c2ccccc2O1 (stereo not given),2,10,0,-1.9,1.8,3,1.1,-2,-0.6
O=C(O)c1cccnc1Sc1ccccc1Cl,-2,-9,15,-0.5,0.0,9,3.1,8,-2.3
COc1ccccc1CN1CC(C(=O)NCc2ccc(C)c(F)c2)CCC1=O (stereo not given),-2,-4,10,0.7,0.5,-1,0.0,0,-0.2
COc1ccc(-c2ccnc(SCC(=O)N3CCN(c4ccccc4)CC3)n2)cc1,8,7,-2,105*,-0.2,-1,-0.5,-1,i
Cc1ccc(SCC(=O)NCCC2=CCCCC2)cc1,51*,-2,-11,0.4,x,1,2.5,-1,3.1
CCn1c2ccccc2c2cc(NC(=O)c3cccc(OC)c3OC)ccc21,14,10,-28,-0.2,0.2,-1,3.0,0,-0.7
COc1ccc(C(=O)NCc2ccccc2C)cc1S(=O)(=O)NC1CCCC1,12,4,-3,-0.1,-0.6,x,0.2,-2,i
CCCN1C2CCCC1CC(NC(=O)c1ccc(Br)cc1)C2 (stereo not given),4,-10,-21,0.3,-0.3,3,-2.1,15,i
CCC(=O)c1ccc2ncccc2c1,3,8,-15,-0.9,0.6,1,0.3,1,0.9
CN1CCN(C(=O)CN(C2CCCCC2)S(=O)(=O)c2ccc(Br)cc2)CC1,2,-2,-12,0.7,0.9,3,0.8,0,-0.6
Cn1c(SCC(N)=O)nnc1-c1cnccn1,6,0,-23,-1.3,0.4,3,-0.9,-4,i
O=C(O)c1ccc(CSc2nnc(-c3ccccc3)n2-c2ccccc2)cc1,4,7,3,-1.5,-0.3,2,-0.2,-7,-0.4
[O-]/[N+](=C\c1ccccc1)c1ccc(Br)cc1,6,5,4,-0.9,3.1,x,-0.1,-5,i
N#CC1(NC(=O)CN2C(=O)NC(c3ccccc3)(c3ccccc3)C2=O)CCCC1,1,-11,2,0.6,0.0,x,-0.4,-2,i
CC(C)c1nnc(NC(=O)Cc2ccccc2[N+](=O)[O-])s1,8,-9,-2,-2.0,x,4,-1.6,-2,-5.1
CCN(C(=S)Nc1ccc(Oc2ccccc2)cc1)c1ccccc1,-1,7,-9,-2.1,x,4,-1.3,-2,-0.4

# Reprinted from the part before: 4 compounds, then new ones.
SMILES,Y pestis TopoI,PrPC surface inh,SSB-PriA inh,PfHsp40 yeast,TcdB GH inh,3CLpro inhibitor,BoNT A protease,Anthrax LF prot,Vc quorum ag
[O-]/[N+](=C\c1ccccc1)c1ccc(Br)cc1,6,5,4,-0.9,3.1,x,-0.1,-5,i
N#CC1(NC(=O)CN2C(=O)NC(c3ccccc3)(c3ccccc3)C2=O)CCCC1,1,-11,2,0.6,0.0,x,-0.4,-2,i
CC(C)c1nnc(NC(=O)Cc2ccccc2[N+](=O)[O-])s1,8,-9,-2,-2.0,x,4,-1.6,-2,-5.1
CCN(C(=S)Nc1ccc(Oc2ccccc2)cc1)c1ccccc1,-1,7,-9,-2.1,x,4,-1.3,-2,-0.4
O=C(COC(=O)COc1ccccc1)Nc1ncc(Cl)cc1Cl,2,-4,-8,0.8,0.8,x,-0.5,2,-3.8
CCOc1cccc2c1OC1(C)CC2NC(=O)N1c1cccc(C(=O)NCc2ccccn2)c1 (stereo not given),0,6,8,-0.5,-0.4,3,-1.3,-3,i
Cc1cc(C)c(S(=O)(=O)Nc2c(C)[nH]c(=O)[nH]c2=O)c(C)c1,8,0,-16,0.3,-2.9,3,2.2,0,i
N#CCSc1nnc(CNc2ccc(F)cc2)o1,-8,6,7,-0.9,x,-1,-0.4,-4,i
Cc1cccc(OCCCC(=O)Nc2ccc(S(=O)(=O)Nc3ncccn3)cc2)c1C,9,5,4,0.1,-1.3,4,-3.1,1,-3.1
Cc1nn(-c2ccccc2)c2[nH]c(=O)c(CNCc3ccc4c(c3)OCO4)cc12,3,1,-8,2.2,x,6,0.2,-1,-0.4
O=C(/C=C\c1ccc2c(c1)OCO2)CC1(O)C(=O)Nc2ccccc21 (stereo not given),2,0,-2,-0.5,0.7,-1,-1.0,-6,i
Cc1cccc(CSc2nnc(-c3ccccn3)n2N)c1,3,2,31,-0.7,x,-5,-0.3,-5,-0.3
O=C1NC2(CCCC2)Oc2ccccc21,3,8,-6,-0.2,-0.5,-3,-1.0,3,i
COc1c(Cl)cnn(-c2ccccc2)c1=O,3,4,-4,2.9,x,3,0.4,-2,-0.1
CC(C)S(=O)(=O)c1cnc(-c2ccccn2)nc1N,1,4,2,0.3,1.4,-1,-0.6,-1,-0.5
COc1ccc(NC(=O)C[C@H]2C(=O)N(C3CCCCC3)C[C@@H]2c2ccc(OC)cc2)cc1,28,-12,x,x,-0.9,x,-0.2,0,i
CCOC(=O)c1ccc(NC(=O)CN2C(=O)CNC2=O)cc1,-2,-8,0&-7,0.0,x,-1,-3.0,0,0.6
Cc1ccnn1-c1ccc(C(=O)NCC(c2ccco2)N2CCCC2)cc1 (stereo not given),5,-8,1,-0.6,-0.4,x,0.8,-4,i
O=C(Nc1ccc(C(=O)N2CCCC2)cc1)c1ccccc1,2,-10,6,-1.9,2.6,x,-0.4,0,-0.7
CCCS(=O)(=O)NC(=O)C1(C)CCCN(C(=O)c2cncc(Br)c2)C1 (stereo not given),2,x,x,x,x,x,-0.1,-4,i
O=C(C[n+]1cccc(O)c1)NCc1ccc(Cl)cc1,1,-7,-1,-0.6,-3.1,-2,-3.5,4,0.1
CC(C)Cc1cc(C(=O)Nc2cccnc2)no1,3,3,6,1.9,1.5,-2,-0.5,6,0.0
Cc1cccc(C)c1NC(=O)COC(=O)CCC(=O)c1cccs1,-2,9,-9,-1.0,3.8,4,-1.9,-4,-0.3
CCN(CC)S(=O)(=O)c1ccc(C)c(NC(=O)/C=C/c2cccs2)c1,1,0,3,0.0,1.8,-1,0.0,3,-0.2
CN1CCN(C2=C(NS(=O)(=O)c3cccs3)C(=O)c3ccccc3C2=O)CC1,-4,-39,4,-1.7,0.3,4,1.0,1,i
CCNC(=O)C(=O)N/N=C/c1cc([N+](=O)[O-])ccc1O,0,-2,x,0.5,-5.0,0,-1.0,0,i
CCOc1[nH]n(-c2ccccc2)c(=O)c1C=NCc1ccncc1,3,3,5,1.1,1.6,-2,-1.3,-3,-0.2

# Only part of the results is shown, so the mix of outcomes need not match the whole.
